Assay outcomes deposited in PubChem BioAssay by National Center for Advancing Translational Sciences (NCATS).
PTHR1 agonist = PTHR1 (human) receptor agonism. HEK293 GP2 PTHR1 cells, GloSensor cAMP luminescence, 1 h. 410,000 compounds, 0.075% hits. Potency, µM (highest dose often 115 µM), inactives show at the highest dose activation, most hits filed as activators. Q03431; active = well fitted activation curve with a large enough effect; inconclusive = small, poorly fitted or top-dose-only effect, or another doubt; inactive = no such curve, though single readings can be large or run the other way; note: potency is the fitted concentration of half-maximal effect; nearly all actives have a fitted effect of over 55% in size; some results filed as inactive show a strong effect at the top dose; inactives centre near -15; many of its hits are not listed in these tables
Target sequence (Q03431 whole entry, looked up): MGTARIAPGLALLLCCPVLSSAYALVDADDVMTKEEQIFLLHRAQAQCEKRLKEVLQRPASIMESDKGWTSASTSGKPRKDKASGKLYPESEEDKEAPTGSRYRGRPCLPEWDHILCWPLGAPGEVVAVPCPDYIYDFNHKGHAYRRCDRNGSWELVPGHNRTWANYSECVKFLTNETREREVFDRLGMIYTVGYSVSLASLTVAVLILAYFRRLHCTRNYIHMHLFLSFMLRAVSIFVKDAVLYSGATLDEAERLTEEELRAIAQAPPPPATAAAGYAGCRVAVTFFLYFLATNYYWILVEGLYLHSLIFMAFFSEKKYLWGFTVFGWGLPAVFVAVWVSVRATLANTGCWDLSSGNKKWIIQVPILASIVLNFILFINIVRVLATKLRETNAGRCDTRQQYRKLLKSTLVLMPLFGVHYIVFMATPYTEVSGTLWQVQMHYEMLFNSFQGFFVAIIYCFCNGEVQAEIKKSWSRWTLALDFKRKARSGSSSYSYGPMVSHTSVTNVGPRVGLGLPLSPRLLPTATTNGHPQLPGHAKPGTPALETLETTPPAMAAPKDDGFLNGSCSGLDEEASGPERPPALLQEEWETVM
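HEK-293-derived GP2 cells expressing PTHR1 and a GloSensor cAMP reporter, 3,000/well, plated overnight, given luciferin plus IBMX (each 0.5 mM as added) for 1 h at 37 °C, then compound for 1 h at 37 °C. Luminescence was read after 15 min at room temperature.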
D3 ag = D3 dopamine receptor (human) agonism; 410,000 compounds, 0.58% hits; P35462; AID 652048; D3R DiscoveRx beta-arrestin cells, luminescence, 90 min; max activation, %; in the data active = max activation above about 30%; note: 0% is about no effect; mostly tested at two doses, the higher about 12 µM
Target sequence (P35462 whole entry, looked up): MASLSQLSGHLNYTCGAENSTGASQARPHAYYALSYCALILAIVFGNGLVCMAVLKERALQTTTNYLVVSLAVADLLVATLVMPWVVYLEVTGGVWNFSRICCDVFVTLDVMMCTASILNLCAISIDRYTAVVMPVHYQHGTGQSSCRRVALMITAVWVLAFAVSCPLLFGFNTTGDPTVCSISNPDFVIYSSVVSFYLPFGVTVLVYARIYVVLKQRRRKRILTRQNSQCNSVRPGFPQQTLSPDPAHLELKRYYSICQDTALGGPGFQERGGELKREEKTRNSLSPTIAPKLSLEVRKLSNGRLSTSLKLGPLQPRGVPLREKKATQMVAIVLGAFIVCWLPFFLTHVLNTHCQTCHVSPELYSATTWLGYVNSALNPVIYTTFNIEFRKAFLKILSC
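Agonist-mode cell screen: cells plated at 1500/well and incubated overnight at 37 °C, then exposed to library compounds for 90 min at 37 °C. Detection reagent was added for 30–60 min at room temperature, and luminescence was read.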
* marks the source's active call; other numbers are inactive results; [ ] = dose if it differs, or a comment.

`CSc1ccc(CCNC(=O)C2CCN(c3ncnc4c3nc3n4CCCCC3)CC2)cc1` gave PTHR1 agonist -39%[inhibitor] and D3 ag -2.
COc1ccc(CNC(=O)Cn2c(=O)ccc3cc(S(=O)(=O)N4CCCC4)ccc32)cc1 was read as PTHR1 agonist 13% and D3 ag 3.
For CCOc1cc2[nH]c(=O)n(Cc3ccc(C(=O)NCCN(CC)CC)cc3)c(=O)c2cc1OCC the results were PTHR1 agonist inactive and D3 ag -21.
For O=C(NCCCc1ccccc1)c1nn(-c2ccccc2F)nc1CO the results were PTHR1 agonist -12% and D3 ag -7.
CC(C)c1ccc(NC(=O)c2cccn2-c2nnc(N3CCCCC3)s2)cc1 was read as PTHR1 agonist -14% and D3 ag -18.
CCCCc1nn2c(=O)cc(COC(=O)c3ccccc3NC(=O)C(C)(C)C)nc2s1 was read as PTHR1 agonist -19% and D3 ag -10.
`COC(=O)c1cc(NC(=O)Cn2nc(-c3ccc(C)c(C)c3)ccc2=O)cc(C(=O)OC)c1` gave PTHR1 agonist -20% and D3 ag -2.
Screening CC(C)CCNc1nc2c(S(=O)(=O)c3ccc(Br)cc3)nnn2c2ccsc12 returned PTHR1 agonist -6% and D3 ag -7.
For Cc1ccc(Cc2cnc(NC(=O)c3ccc4c(c3)CC(c3ccccc3)OC4=O)s2)cc1 (stereo unspecified) the results were PTHR1 agonist inactive and D3 ag 3.
Screening Cc1c(C(=O)NCc2ccc(Cl)cc2)sc2nc3n(c(=O)c12)CCCCC3 returned PTHR1 agonist -4% and D3 ag 3.
Screening CCOc1ccc(-c2cnc(NCc3ccc(OC)cc3OC)n2C)cc1 returned PTHR1 agonist inactive and D3 ag -3.
`CCN(CCCNC(=O)c1cc2c(Cl)nc3ccccc3c2s1)Cc1ccccc1` gave PTHR1 agonist -5% and D3 ag -16.
For COc1ccc2nc(NS(=O)(=O)c3ccc(C)cc3)c(Nc3cc(Cl)ccc3OC)nc2c1 the results were PTHR1 agonist -58%[inhibitor] and D3 ag 7.
Cc1ccc(-n2ncc(C(=O)N3CCCCC3)c2C2CCN(C(=O)OC(C)(C)C)CC2)cc1C was read as PTHR1 agonist inactive and D3 ag 6.
For CCN(CC)c1nn2c(=O)c(C(=O)NCc3ccc(N(C)C)cc3)cnc2s1 the results were PTHR1 agonist -1% and D3 ag -21.
For COc1cccc(-c2cc(C(=O)NCCc3ccc(OC)c(OC)c3)no2)c1 the results were PTHR1 agonist -5% and D3 ag 4.
For COc1ccc(Nc2c3c(nc4ccc(NC(=O)/C=C/c5cc(OC)c(OC)c(OC)c5)cc24)CCCC3)cc1OC the results were PTHR1 agonist -10% and D3 ag -9.
CC1CN(C(=O)CCC(=O)NCc2ccc(F)cc2)c2cc(Cl)ccc2O1 (stereo unspecified) was read as PTHR1 agonist 24% and D3 ag 25.
CC(C)(C)NC(=O)Cn1cc(S(=O)(=O)Cc2ccccc2Cl)c2ccccc21 was read as PTHR1 agonist -15% and D3 ag 1.
For Cc1cc(-c2ccc(C)c(S(=O)(=O)N3CCOc4ccc(Cl)cc43)c2)on1 the results were PTHR1 agonist inactive and D3 ag -20.
O=C(COc1ccc([N+](=O)[O-])cc1)NCC1(N2CCOCC2)CCCCC1 was read as PTHR1 agonist inactive and D3 ag 3.
`CCOc1ccccc1C1CC(=O)NC(C)=C1C(=O)OCc1ccc(C)cc1` (stereo unspecified) gave PTHR1 agonist -28% and D3 ag 18.
Screening Cc1ccc(S(=O)(=O)CC(=O)Nc2nc3c(C)cccc3s2)cc1 returned PTHR1 agonist -1% and D3 ag 3.
Screening COc1cc(C2CC(=O)c3c([nH]c(C(=O)OCC4CCCCC4)c3C)C2)cc(OC)c1OC (stereo unspecified) returned PTHR1 agonist -40%[inhibitor] and D3 ag 3.
`Cc1ccc(CN2CCSc3ccc(C(=O)Nc4ccc(Cl)cc4)cc32)cc1` gave PTHR1 agonist -15% and D3 ag -6.
Screening CCC1CCCCN1C(=O)Cn1c(=O)n(CCCCCC(=O)NCc2ccccc2Cl)c(=O)c2sccc21 (stereo unspecified) returned PTHR1 agonist -15% and D3 ag -6.
`CCN(CC)C(=O)C1=C(C)Nc2nc3ccccc3n2C1c1cccc(Cl)c1` (stereo unspecified) gave PTHR1 agonist -23% and D3 ag 2.
Screening CCOc1cc(CNC(=O)C(NS(=O)(=O)c2cccs2)C(C)C)cc(OCC)c1OCC (stereo unspecified) returned PTHR1 agonist -39% and D3 ag -4.
Screening Cn1c(=O)n(C)c2cc(N3CCOCC3)c(NC(=O)c3ccccc3Br)cc21 returned PTHR1 agonist inconclusive and D3 ag -7.
`CC(=O)c1ccc(NC(=O)CSc2nnc3ccc(-c4ccc(Cl)cc4)nn23)cc1` gave PTHR1 agonist -9% and D3 ag 8.
Screening CCOc1ccc(NC(=O)[C@H](Cc2ccccc2)N2Cc3ccccc3C2=O)cc1 returned PTHR1 agonist -20% and D3 ag 6.
COc1cccc(C2=NS(=O)(=O)N(C)C(C(=O)Nc3cccc(O)c3)=C2)c1 was read as PTHR1 agonist -22% and D3 ag -3.
`CCc1ccc(NC(=O)C2CCN(c3ccc(Sc4ccc(C)cc4)nn3)CC2)cc1` gave PTHR1 agonist inactive and D3 ag 2.
Screening COc1ccc(N2CCN(C(=O)c3cnc(N4CCCC4)nc3C)CC2)cc1 returned PTHR1 agonist -7% and D3 ag 4.
For CCc1ccc2oc(-c3ccc(C)c(NC(=O)c4ccc(C#N)cc4F)c3)nc2c1 the results were PTHR1 agonist inactive and D3 ag 3.
`COc1ccc(Cl)cc1NC(=O)C1CCCN(c2ncnc3onc(C)c23)C1` (stereo unspecified) gave PTHR1 agonist inactive and D3 ag 8.
`COc1ccc(C(=O)Nc2cc3cc(Cl)ccc3oc2=O)cc1OC` gave PTHR1 agonist -13% and D3 ag -4.
For Cc1ccc(CNC(=O)c2nc(SCc3ccc(C)cc3)ncc2Cl)cc1 the results were PTHR1 agonist 0% and D3 ag -12.
Screening CCC1CN(C(=O)N2CCC(C(=O)NCCN(CC)CC)CC2)c2ccccc2O1 (stereo unspecified) returned PTHR1 agonist inactive and D3 ag 9.
For Cc1ccc(NC(=O)C2CCCN2S(=O)(=O)c2cccc3cccnc23)cc1C (stereo unspecified) the results were PTHR1 agonist 0% and D3 ag 16.
Screening COC(=O)c1ccc(-c2nc(-c3ccc(OC)c(OC)c3)no2)cc1 returned PTHR1 agonist inactive and D3 ag 8.
Screening CN(C)c1ccc(C(CNS(=O)(=O)c2ccc(Br)cc2)N2CCOCC2)cc1 (stereo unspecified) returned PTHR1 agonist inactive and D3 ag -5.
`COc1ccc(Br)cc1CNC(=O)C1CCCCN1S(=O)(=O)c1ccc(F)cc1` (stereo unspecified) gave PTHR1 agonist inactive and D3 ag 5.
COc1ccc(-c2nc3ccccc3o2)cc1NC(=O)C(C)(C)Oc1ccc(Br)cc1 was read as PTHR1 agonist -10% and D3 ag -3.
Screening CC(C)(C)c1ccc(S(=O)(=O)N2CCC(Oc3ccc(-n4cnnn4)cc3)CC2)cc1 returned PTHR1 agonist inactive and D3 ag 0.
For CSCCC(NS(=O)(=O)c1ccc2c(c1)oc(=O)n2C)C(=O)N1CCN(c2cc(C)ccc2C)CC1 (stereo unspecified) the results were PTHR1 agonist -11% and D3 ag -7.
Cc1ccc(C(C)C)c(OCC(=O)Nc2cc(-c3nc4ccccc4[nH]3)ccc2C)c1 was read as PTHR1 agonist -41%[inhibitor] and D3 ag 2.
`Cc1ccc(C(=O)O)cc1-n1c(C)ccc1-c1ccccc1` gave PTHR1 agonist -17% and D3 ag 3.
`O=C(Cc1ccc(NC(=O)N2CCCCc3ccccc32)cc1)Nc1ccccc1Br` gave PTHR1 agonist 5% and D3 ag -2.
COc1cc(OC)c(NC(=O)Nc2c(C)n(C)n(-c3ccccc3)c2=O)cc1Cl was read as PTHR1 agonist -15% and D3 ag -3.
For CCN(CC)S(=O)(=O)c1ccc2c(c1)N(CC(=O)NCc1ccccc1)C(=O)CS2 the results were PTHR1 agonist inactive and D3 ag -2.
`CCOC(=O)c1ccc(N2C(=O)c3n[nH]c(-c4ccco4)c3C2c2ccc(OC)cc2OC)cc1` (stereo unspecified) gave PTHR1 agonist -19% and D3 ag -9.
`Cc1ccc(C)c(N2CCN(CCCNC(=O)Cn3ncc4c([nH]c5ccccc54)c3=O)CC2)c1` gave PTHR1 agonist -38%[inhibitor] and D3 ag -18.
Cc1ccccc1CN1CCC(CNc2ncnc3onc(-c4ccc(F)cc4)c23)CC1 was read as PTHR1 agonist -15% and D3 ag -18.
For Cc1cn2c(=O)cc(COC(=O)c3cccc(NC(=O)COc4ccccc4)c3)nc2s1 the results were PTHR1 agonist -10% and D3 ag -2.
CCCc1nnc(NC(=O)Cc2coc3ccc(C(C)C)cc23)s1 was read as PTHR1 agonist -11% and D3 ag -16.
`Cn1c(=O)n(C)c2cc(NS(=O)(=O)c3ccc(Cl)cc3)c(NCc3ccccc3)cc21` gave PTHR1 agonist -57%[inhibitor] and D3 ag -13.
Screening O=C(CC1Sc2ccc(C(F)(F)F)cc2NC1=O)Nc1ccc(Cl)c(C(F)(F)F)c1 (stereo unspecified) returned PTHR1 agonist inactive and D3 ag 16.
CCCCN(C)CCNC(=O)C1CCCN(S(=O)(=O)c2ccc3c(c2)oc(=O)n3C)C1 (stereo unspecified) was read as PTHR1 agonist inactive and D3 ag -19.
`CCOc1ccccc1NC(=O)Cc1csc(COc2cccc(C)c2)n1` gave PTHR1 agonist -37%[inhibitor] and D3 ag 4.
Screening COc1ccc(CNC(=O)Nc2ccc3c(c2)N(C)C(=O)c2ccccc2S3)cc1 returned PTHR1 agonist -9% and D3 ag 0.
For O=C(C1CCC1)N1CCc2cc(S(=O)(=O)N3CCN(c4ccccc4)CC3)ccc21 the results were PTHR1 agonist -14% and D3 ag 3.
Cc1noc(-c2ccc(-c3noc(-c4ccc(C(F)(F)F)cc4)n3)cc2)n1 was read as PTHR1 agonist inactive and D3 ag -16.
Screening Cc1ccc(-n2ncc(C(=O)Nc3c(Cl)cccc3Cl)c2C2CCNCC2)cc1 returned PTHR1 agonist -15% and D3 ag -25.
For CC(NC(=O)c1ccc2c(c1)sc1nc(-c3ccccc3)cn12)C12CC3CC(CC(C3)C1)C2 (stereo unspecified) the results were PTHR1 agonist -16% and D3 ag 13.
CCOc1ccc(N2CC(NC(=O)Cc3ccccc3)CC2=O)cc1 (stereo unspecified) was read as PTHR1 agonist 29% and D3 ag -10.
`O=C(Nc1cccc(Cl)c1Cl)c1ccc2c(c1)N(Cc1cccc(Cl)c1)C(=O)c1ccccc1S2=O` (stereo unspecified) gave PTHR1 agonist inactive and D3 ag 4.
`COc1ccc(CNC(=O)C(Cc2ccccc2)NS(=O)(=O)c2ccc3c(c2)CCN3C(C)=O)cc1` (stereo unspecified) gave PTHR1 agonist -1% and D3 ag -6.
COc1cccc(N2C(=O)CSC23C(=O)N(Cc2ccccc2)c2ccccc23)c1 (stereo unspecified) was read as PTHR1 agonist -29% and D3 ag -3.
Screening COc1cccc(-n2c(SCC(=O)Nc3c(C)cc(C)cc3C)nc3c([nH]c4ccccc43)c2=O)c1 returned PTHR1 agonist inactive and D3 ag 4.
`COC(=O)c1ccc(NC(=O)c2cc(=O)c3ccc(C)cc3o2)cc1` gave PTHR1 agonist inactive and D3 ag -5.
`CCN(CC)C(=O)Cn1cc(SCC(=O)Nc2cc(OC)ccc2OC)c2ccccc21` gave PTHR1 agonist 5% and D3 ag -13.
`COc1ccccc1CNC(=O)COc1cc(=O)n(C)c2ccccc12` gave PTHR1 agonist -2% and D3 ag 7.
`CCc1ccc(NC(=O)CCS(=O)(=O)c2ccc3c(c2)n(C)c(=O)c(=O)n3C)cc1` gave PTHR1 agonist inactive and D3 ag 6.
Screening Cc1ccc(S(=O)(=O)N(CC(=O)Nc2ccc3c(c2)OCO3)c2cc(Cl)cc(Cl)c2)cc1 returned PTHR1 agonist -6% and D3 ag -21.
`COc1ccccc1Nc1nc(-c2ccccc2)c(CC(=O)O)s1` gave PTHR1 agonist -6% and D3 ag 2.
Cc1ccccc1NC(=O)CSc1nc(-c2ccco2)nc2cc(=O)[nH]n12 was read as PTHR1 agonist inactive and D3 ag 10.

Structural class: the entries above containing an NH in an aromatic ring.
For CCOc1cc2[nH]c(=O)n(Cc3ccc(C(=O)NCCN(CC)CC)cc3)c(=O)c2cc1OCC the results were PTHR1 agonist inactive and D3 ag -21.
Screening COc1cc(C2CC(=O)c3c([nH]c(C(=O)OCC4CCCCC4)c3C)C2)cc(OC)c1OC (stereo unspecified) returned PTHR1 agonist -40%[inhibitor] and D3 ag 3.
Cc1ccc(C(C)C)c(OCC(=O)Nc2cc(-c3nc4ccccc4[nH]3)ccc2C)c1 was read as PTHR1 agonist -41%[inhibitor] and D3 ag 2.
`CCOC(=O)c1ccc(N2C(=O)c3n[nH]c(-c4ccco4)c3C2c2ccc(OC)cc2OC)cc1` (stereo unspecified) gave PTHR1 agonist -19% and D3 ag -9.
`Cc1ccc(C)c(N2CCN(CCCNC(=O)Cn3ncc4c([nH]c5ccccc54)c3=O)CC2)c1` gave PTHR1 agonist -38%[inhibitor] and D3 ag -18.
Screening COc1cccc(-n2c(SCC(=O)Nc3c(C)cc(C)cc3C)nc3c([nH]c4ccccc43)c2=O)c1 returned PTHR1 agonist inactive and D3 ag 4.
Cc1ccccc1NC(=O)CSc1nc(-c2ccco2)nc2cc(=O)[nH]n12 was read as PTHR1 agonist inactive and D3 ag 10.

These rows are one share of the data (hit frequency here may not be typical).
